HePTP inhibitor – inhibitors of human HePTP phosphatase; recombinant HePTP phosphatase activity, OD absorbance; inhibition, % at 20 µM; 110,000 tested, 0.64% active; AID 521; in the data active = inhibition above about 50%;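 note: plate controls were vehicle for no effect and reference inhibitor for full effect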
Target sequence (P35236 whole entry, looked up): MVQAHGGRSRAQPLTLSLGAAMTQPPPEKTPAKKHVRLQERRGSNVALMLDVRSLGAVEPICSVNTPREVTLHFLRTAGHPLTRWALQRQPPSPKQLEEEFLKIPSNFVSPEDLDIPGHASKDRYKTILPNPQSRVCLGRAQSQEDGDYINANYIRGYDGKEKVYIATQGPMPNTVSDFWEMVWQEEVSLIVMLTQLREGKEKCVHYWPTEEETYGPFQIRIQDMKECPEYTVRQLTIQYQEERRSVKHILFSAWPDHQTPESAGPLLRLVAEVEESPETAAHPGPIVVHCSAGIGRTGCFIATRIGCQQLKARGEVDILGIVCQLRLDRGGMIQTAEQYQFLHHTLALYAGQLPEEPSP
BAP1 inh – inhibitors of human BAP1 deubiquitinase; Q92560; recombinant BAP1, Ub-AMC hydrolysis fluorescence kinetic; active compounds read low; activity remaining (% of control), % at 20 µM; 72,000 tested, 0.48% active; AID 436;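 active = activity remaining at or below 50% of control, provided the compound also passes the data quality filters; inactive = the rest, including low values that fail the filters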;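 note: 100% = DMSO wells rate and 0% = substrate alone blank rate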
* = called active by the depositor; . = no result given; & = joins results of further samples.

cpd	HePTP inhibitor	BAP1 inh	Compound
1	5.3	.	CCOC(=O)C1=C(O)/C(=C/c2cc(C)n(-c3cccc(Cl)c3)c2C)N=C1C
2	4.7	.	Clc1ccccc1C=NN1CCN(Cc2ccccc2Cl)CC1
3	5.2	.	O=C(Nc1ccc(Cl)c(-c2nc3ccccc3s2)c1)c1ccc([N+](=O)[O-])o1
4	-5.6	93.9	CC(=O)Oc1c(Cl)c(N2CCOCC2)c(OC(C)=O)c2ccccc12
5	2.9	.	O=C1CCC(C(=O)N(c2ccccc2)C2(C(=O)NC3CCCCC3)CCCCC2)N1 (stereo not drawn)
6	0.2	.	COc1ccc(-c2nc(=S)c3c(n2CCCO)CCCC3)cc1
7	-7.5	97.0	CC(=O)c1ccc(NC(=O)N[C@@H](Cc2ccccc2)C(=O)O)cc1
8	-4.8	.	O=C(COc1ccc2ccccc2c1)NCc1ccc(F)cc1
9	-14.7	.	NS(=O)(=O)c1cccc(NC(=O)c2cccc([N+](=O)[O-])c2)c1
10	-6.8	.	Cc1ccc(NC(=O)c2ccc(OC(=O)c3ccco3)cc2)cc1
11	5.0	101.8	O=C(c1cc(S(=O)(=O)N2CCOCC2)ccc1F)N1CCN(Cc2ccccc2)CC1
12	-2.1	.	CSc1ccc(-c2ncnn2-c2ccccc2Cl)cc1

Compound profiles, from the list above. Screens in order: HePTP inhibitor, BAP1 inh
`Cc1ccc(NC(=O)c2ccc(OC(=O)c3ccco3)cc2)cc1` is listed as -6.8, .
`COc1ccc(-c2nc(=S)c3c(n2CCCO)CCCC3)cc1` is listed as 0.2, .
`NS(=O)(=O)c1cccc(NC(=O)c2cccc([N+](=O)[O-])c2)c1` is listed as -14.7, .
`CCOC(=O)C1=C(O)/C(=C/c2cc(C)n(-c3cccc(Cl)c3)c2C)N=C1C` is listed as 5.3, .
`O=C(c1cc(S(=O)(=O)N2CCOCC2)ccc1F)N1CCN(Cc2ccccc2)CC1` is listed as 5.0, 101.8

(list continues)
cpd	HePTP inhibitor	BAP1 inh	Compound
13	3.0	.	O=C(O)CCc1ccc(-c2cccs2)n1NC(=O)c1ccc(Cl)cc1
14	1.0	.	CSCCOC(=O)C1=C(C)NC(=O)NC1c1cccc(Cl)c1 (stereo not drawn)
15	3.5	.	Cc1cc(OCCN2CCCCC2)cc(C)c1Cl
16	2.7	.	Cc1ccnc(N/C=C/C(=O)c2ccc(Br)cc2)c1
17	8.0	97.4	O=C(CCCn1c(=O)[nH]c2ccccc2c1=O)N1CCN(c2ccccn2)CC1
18	-9.0	.	Cc1ccc2nc(/C(C#N)=C/c3cc4c(cc3[N+](=O)[O-])OCO4)[nH]c2c1
19	-6.6	.	O=C(N/C(=C/c1ccc(Br)cc1)C(=O)N1CCCC1)c1ccccc1F
20	0.7	.	COc1ccc(-c2noc(-c3ccc(Cl)cc3Cl)n2)cc1
21	4.4	.	O=C(O)COc1ccc(/C=C2/C(=O)NC(=O)N(c3ccccc3)C2=O)cc1
22	6.5	.	O=C(N/C(=C/c1cccc([N+](=O)[O-])c1)C(=O)N1CCCC1)c1ccccc1
23	102.8*	.	Cc1ccc(CN2CCN(/N=C/C=C\c3ccco3)CC2)cc1
24	.	92.2	O=C1Nc2cc(C(=O)N3CCN(Cc4ccccc4)CC3)ccc2SC1N1CCOCC1 (stereo not drawn)

Additional results
cpd	HePTP inhibitor	BAP1 inh	Compound
25	6.5	89.9	N#CC1=C2SCC(O)(c3ccccc3)N2C(=O)CC1c1ccccc1 (stereo not drawn)
26	-4.5	91.3	O=C(CSc1nn(-c2ccccc2)c(=S)s1)Nn1cnnc1
27	2.5	103.6	NC(=O)C[C@@H]1N[C@]2(C(=O)Nc3ccccc32)[C@@H]2C(=O)N(C3CCCCC3)C(=O)[C@H]12
28	6.4	.	COc1ccc(C(=O)NC(C(Cl)(Cl)Cl)S(=O)(=O)c2ccc(C)cc2)cc1OC (stereo not drawn)
29	2.7	.	CC1(C)Cc2ccccc2/C(=C/C(=O)c2ccccc2[N+](=O)[O-])N1
30	.	54.3	COc1ccc(C2C3=C(CC(C)(C)CC3=O)Nc3ccccc3N2C(=O)c2ccc(Br)cc2)cc1 (stereo not drawn)
31	.	141.2	Cc1ccc(C)n1-c1ccc(-c2ccc(-n3c(C)ccc3C)cc2)cc1
32	3.5	79.6	CCCC(=O)Nc1ccc(N2CCN(C(=O)c3ccccc3C)CC2)cc1
33	1.9	131.4	O=C(CN1C(=O)COc2ccccc21)Nc1ccc2c(c1)OCCO2
34	.	75.1	C#CCN(CC#C)c1ccc([N+](=O)[O-])cc1
35	-6.8	.	COC(=O)C1=C(C)NC2=C(C(=O)CC(c3ccccc3)C2)C1c1cc(OC)c(OC)cc1[N+](=O)[O-] (stereo not drawn)
36	11.3	.	O=C(Nc1ccc(Cc2ccncc2)cc1)c1cccs1

Part of the list above in order of molar mass, highest first.
cpd	HePTP inhibitor	BAP1 inh	Compound
30	.	54.3	COc1ccc(C2C3=C(CC(C)(C)CC3=O)Nc3ccccc3N2C(=O)c2ccc(Br)cc2)cc1 (stereo not drawn)
28	6.4	.	COc1ccc(C(=O)NC(C(Cl)(Cl)Cl)S(=O)(=O)c2ccc(C)cc2)cc1OC (stereo not drawn)
33	1.9	131.4	O=C(CN1C(=O)COc2ccccc21)Nc1ccc2c(c1)OCCO2
29	2.7	.	CC1(C)Cc2ccccc2/C(=C/C(=O)c2ccccc2[N+](=O)[O-])N1

Additional entries:
cpd	HePTP inhibitor	BAP1 inh	Compound
37	5.8	113.2	COc1ccc(S(=O)(=O)N2CCC(C(=O)Nc3ccc(OC)c(OC)c3)CC2)cc1C
38	.	59.5	CC(=O)OCC1OC(n2ccc(=O)[nH]c2=O)CC1OC(C)=O (stereo not drawn)
39	-6.4	122.6	Cc1nnc(SCc2ccccc2)n1N
40	8.0	.	O=C(Nc1ccc(O)cc1C(=O)O)c1ccc(Cl)c(Cl)c1
41	-6.5	.	CCC(=O)Nc1ccc(NC(=O)c2cc(OC)c(OC)c(OC)c2)cc1
42	9.9	.	O=C(O)CCC(=O)Nc1cccc(Oc2ccc3c(c2)C(=O)N(c2cccc(NC(=O)CCC(=O)O)c2)C3=O)c1
43	-11.8	89.1	Cc1ccc(N2CC(C(=O)NCCc3ccc(S(N)(=O)=O)cc3)CC2=O)cc1 (stereo not drawn)
44	1.4	95.2	O=C1[C@@H]2C(Cc3ccc(O)cc3)NC3(C(=O)Nc4ccc(F)cc43)[C@@H]2C(=O)N1c1ccccc1 (stereo partly drawn)
45	8.4	103.3	CCc1ccccc1NC(=O)CCc1nc(-c2ccc(C)cc2)no1
46	-7.2	.	COc1ccc(C(CC(=O)c2ccc(C)cc2)Nc2ccc(Cl)cc2)cc1OC (stereo not drawn)
47	-1.2	.	COCCCN1C(=O)/C(=C\c2ccc(SC)cc2)C(C(=O)OC)=C1C
48	13.3	.	COc1ccc(N2C(=O)/C(=C/c3cc(Br)c(OC)c(OC)c3)C(=O)NC2=S)cc1

(further entries)
cpd	HePTP inhibitor	BAP1 inh	Compound
49	7.7	99.3	C=CCn1c(-c2ccoc2)n[nH]c1=S
50	6.8	99.6	COc1ccc(NC(=O)c2ccc3c(c2)OCO3)cc1Cl
51	3.6	79.7	Cc1ccc(N=Cc2cccc(O)c2O)c(C)c1
52	.	102.4	O=C(NCc1cccc(C(F)(F)F)c1)C1CCCN(c2ncccn2)C1 (stereo not drawn)
53	4.6	103.5	CC(C)(C)C(=O)COC(=O)c1cccc(NC(=O)c2ccco2)c1
54	3.1	103.7	Cc1ccc(C)c(N2CCN(S(=O)(=O)c3ccc4c(c3)CCC(=O)N4)CC2)c1
55	5.0	.	CCOc1ccc2[nH]c(=O)c(CN(CCO)C(=O)CC)cc2c1
56	3.6	.	O=C(CN1CC[n+]2c(-c3cccs3)csc21)c1ccccc1
57	7.3	.	COC(=O)Cn1c(O)c(N=NC(=O)c2cc(C)[nH]n2)c2ccccc21
58	-6.1	69.1	Cc1oc(-c2cccs2)nc1CS(=O)CC(=O)NCCCOC(C)C (stereo not drawn)
59	-2.9	109.8	COc1ccc(Cc2nnc(SCC(=O)NCC3CCCO3)o2)cc1 (stereo not drawn)
60	3.1	55.7	COc1ccccc1OCC(=O)Nc1cccc(C(=O)N2CCOCC2)c1

(more compounds)
cpd	HePTP inhibitor	BAP1 inh	Compound
61	8.6	.	Cc1ccc(C(=O)N2CCC(Cc3ccccc3)CC2)o1
62	-5.1	86.8	CCOc1ccc(-n2nnnc2SCC(=O)c2ccccc2)cc1
63	-6.1&-3.5	106.0	COc1ccc(-c2cc(O)cc(O)c2)cc1
64	12.0	.	Cc1cccc(C)c1NC(=O)/C=C/c1cccc([N+](=O)[O-])c1
65	5.7	106.7	Cc1ccc(CCN2CC(C(=O)NCc3ccco3)CC2=O)cc1 (stereo not drawn)
66	-14.7	.	Cc1c(Cc2ccccc2)c(=O)oc2c(C)c(OCC(=O)C(C)(C)C)ccc12
67	5.2	117.5	CCC(C(=O)Nc1ncn[nH]1)(C(F)(F)F)C(F)(F)F
68	1.2	.	Cc1sc2nc(SCc3ccc(C(=O)NCCO)cc3)[nH]c(=O)c2c1C
69	4.3	.	COc1cc(/C=C2\C(=O)NN(c3ccccc3)C2=O)cc(OC)c1OC
70	-2.6	96.2	COc1ccc(S(=O)(=O)N2CCN(Cc3ccccc3)CC2)cc1
71	2.8	.	COc1ccccc1/C=N/NC(=O)CSc1nc(C)cc(C)n1
72	14.0	59.9	CCN(CC)CCNCc1ccc(-c2ccc(Cl)cc2)o1

Rewritten tab-delimited: 3 of the compounds above
nr	molecule	HePTP inhibitor	BAP1 inh
69	COc1cc(/C=C2\C(=O)NN(c3ccccc3)C2=O)cc(OC)c1OC	4.3	.
67	CCC(C(=O)Nc1ncn[nH]1)(C(F)(F)F)C(F)(F)F	5.2	117.5
71	COc1ccccc1/C=N/NC(=O)CSc1nc(C)cc(C)n1	2.8	.

The list goes on.
cpd	HePTP inhibitor	BAP1 inh	Compound
73	-2.8	.	COc1ccc(-c2nnc(NC(=O)c3cccc4ccccc34)s2)cc1
74	-3.9	77.7	O=C(NCc1ccccn1)c1ccc(NC(=O)c2ccco2)cc1
75	-2.0	97.7	O=C(CCc1ccccc1)Nc1ncn[nH]1
76	4.8	74.7	CC1=C(C(=O)OC2CCCCC2)C(c2ccc(C)o2)C2=C(CCCC2=O)N1 (stereo not drawn)
77	7.1	.	O=C(Nc1ccccc1)Nc1ncccn1
78	11.5	.	CN1CCN(NC(=O)CN2C(=O)/C(=C/c3ccccc3Cl)SC2=S)CC1
79	8.9	95.2	CCc1cc2cc(C(=O)N3CCN(Cc4ccccc4)CC3)sc2s1
80	3.1	94.7	Cc1cccc(CSC2=NCCN2C(=O)c2ccco2)c1
81	5.1	122.1	Cc1cc(NC(=O)c2ccc(S(=O)(=O)N3CCCC3)cc2)nc2c1c(=O)oc1ccccc12
82	7.9	.	COc1cc(/C=C2/C(=O)N(c3ccccc3)N=C2C)ccc1OC(=O)c1cccs1
83	1.9	95.4	COc1ccc(N(Cc2ccco2)C(=O)c2ccccc2F)cc1OC
84	-6.6	.	CC(=O)NC1=C(C(C)=O)C2C(C1)C2(C)C (stereo not drawn)

Other records follow.
cpd	HePTP inhibitor	BAP1 inh	Compound
85	-1.0	.	Cc1ccccc1-c1nc2cc(Cl)ccc2o1
86	-10.6	99.6	O=C(CSc1nnnn1C1CCCCC1)NCc1ccco1
87	-6.3	93.7	CCOc1ccc(NC(N)=O)cc1
88	19.1	65.5	Cc1ccc(C(=O)NCc2occc2C(=O)O)o1
89	6.5	.	O=C(COc1ccc(Cl)cc1)Nc1ccccc1
90	-15.8	.	O=C1C(=O)N(c2ccccn2)C(c2cccnc2)/C1=C(/O)c1cccc(Br)c1 (stereo not drawn)
91	-5.5	.	COC(=O)c1ccc2c(=O)n(Cc3ccco3)c(SCC(=O)Nc3ccc(C)c(Cl)c3)nc2c1
92	6.1&-10.0	100.1	CCC(NC(=O)c1ccccc1NC(=O)c1ccco1)C(=O)O (stereo not drawn)
93	-15.0	.	O=C1c2ccccc2C(=O)N1CCCSc1nnc(-c2cccs2)n1-c1ccccc1
94	8.5	102.5	CCOC(=O)Cc1csc(NC(=O)CSc2nnc(-c3ccc(C)cc3)o2)n1
95	.	174.8	N#Cc1c(NC(=O)c2cccs2)sc2c1CCCC2
96	0.4	.	COC(=O)C1=CN(C2CC2)C=C(C(=O)OC)C1c1ccccc1OC

Following part.
cpd	HePTP inhibitor	BAP1 inh	Compound
97	.	56.8	CCOC(=O)c1sc(NC(=O)c2cc(Cl)ccc2[N+](=O)[O-])nc1C
98	6.6	110.2	CC(OC(=O)CCc1nc2ccccc2c(=O)[nH]1)C(=O)NCc1ccc2c(c1)OCO2 (stereo not drawn)
99	15.4	63.8	Cc1nc2ccccc2c(=O)n1NC(=O)c1c(O)c2c(n(CC(C)C)c1=O)CCCC2
100	-6.0	90.2	Cc1cccc(N(CC(=O)NC2CCCCC2)C(=O)CCC(=O)Nc2ccccn2)c1

Source: PubChem BioAssay
